# Source: PubChem BioAssay (several laboratories)
# XIAP antagonists = XIAP antagonists, biochemical, IAP family, fluorescence polarization (AID 1018); XIAP BIR domain, fluorescence polarization peptide displacement; higher % means a stronger effect; 200,000 compounds, 0.007% hits; one-dose displacement, % at 20 µM; IC50 in µM for titrated hits; in the data active = displacement above about 50%; note: a part of the inactive calls stands beside numbers as strong as those of hits
# PMI inhibitors = inhibitors of human PMI, primary screen, biochemical, fluorescence intensity, coupled assay (AID 1209) | Mannose-6-phosphate isomerase (Homo sapiens) | purified PMI enzyme, coupled fluorescence intensity; higher % means a stronger effect | inhibition, % at 20 µM, or IC50 in µM where a hit was titrated | 190,000 compounds, 0.42% hits;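 note: plate controls were DMSO vehicle for no effect and wells lacking substrate for full effect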
# AID2073 = inhibitors of Mint1-CaV2.2 protein interaction, biochemical, HTRF (AID 2073); Voltage-dependent N-type calcium channel subunit alpha-1B (Homo sapiens); HTRF protein-protein interaction, Mint1-CaV2.2; higher % means a stronger effect; inhibition, % at 20 µM; hits with a dose series show IC50 in µM; 290,000 compounds, 0.19% hits; in the data active = inhibition mostly above about 51%, no sharp cut-off; inconclusive = no clear call, values can overlap the other calls; inactive = mostly below about 53%; note: some results filed as inactive read as strong as hits
# PMI inhibition = human PMI inhibitors, high substrate, primary screen, biochemical, fluorescence intensity, high mannose 6-phosphate (AID 1220). Mannose-6-phosphate isomerase (Homo sapiens). recombinant PMI enzyme, coupled fluorescence intensity; higher % means a stronger effect. inhibition, % at 20 µM; hits with a dose series show IC50 in µM. 190,000 compounds, 0.66% hits
# P. falciparum M1AAP = P. falciparum M1AAP inhibitors, biochemical, fluorogenic H-Leu-NHMec substrate, 1536-well (AID 1445); recombinant M1AAP, H-Leu-NHMec fluorogenic kinetic assay; higher % means a stronger effect; 220,000 compounds, 0.42% hits; Aminopeptidase N (Plasmodium falciparum (isolate 3D7)); inhibition, % at 30 µM; hits with a dose series show IC50 in µM;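 active = primary inhibition above the hit cutoff, then over 50% inhibition at one or more dose response concentrations, cut at about 23% in these data, passing the limit was not always enough; inconclusive = conflicting primary data, or primary hits not chosen for dose response; inactive = low primary inhibition, or under 50% at every dose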;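 note: plate controls were DMSO full reaction for no effect and no enzyme background for full effect; strong numbers were not always called active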
# SIAH1 antagonists = Siah-1 peptide-binding antagonists, primary screen, biochemical, fluorescence polarization, rhodamine-plectin, uHTS (AID 1817). E3 ubiquitin-protein ligase SIAH1 (Homo sapiens). Siah-1 / rhodamine-plectin peptide fluorescence polarization; higher % means a stronger effect. displacement, % at 20 µM, or IC50 in µM where a hit was titrated. 290,000 compounds, 0.02% hits;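 active = displacement of at least 50% at 20 µM, with a fluorescence ratio check between 0.3 and a set limit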;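 note: plate controls were Siah plus tracer with DMSO for no effect and tracer alone without Siah for full effect; strong numbers were not always called active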
# Dynein transport = inhibitors of GR-EGFP nuclear translocation, primary screen, dynein cargo transport inhibitor project, imaging, high-content, 3617.4 mouse cells. z-score, hits read low. 220,000 compounds, 0.47% hits. test concentration mostly 20 µM; stimulated with dexamethasone, 1 µM; active compounds read low;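 active = plate z-score of nuclear minus cytoplasmic receptor signal below a set negative limit, without overly bright fluorescence or cell loss, cut at about -3.5 in these data, passing the limit was not always enough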;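 note: z-score of nuclear minus cytoplasmic ring GR-EGFP intensity difference per well; some compounds called inactive have numbers as strong as hits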
#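 Buffer or medium: tet-free, stripped-serum medium; reagent: dexamethasone at 1.0 µM final, 30 min; incubation: 48 h induction, 1 h compound, 30 min dex at 37 °C; measured by: formaldehyde fixation, Hoechst nuclear stain, 10x automated fluorescence imaging; read-out: nuclear-to-cytoplasmic GR-EGFP distribution per well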
# LYP inhibition = inhibitors of LYP phosphatase, biochemical, fluorescence intensity, uHTS (AID 1779); Tyrosine-protein phosphatase non-receptor type 22 (Homo sapiens); recombinant LYP phosphatase, fluorescence intensity; higher % means a stronger effect; inhibition, % at 11.5 µM; hits with a dose series show IC50 in µM; 290,000 compounds, 0.054% hits;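 note: plate controls were vehicle with enzyme for no effect and no enzyme for full effect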
# P. falciparum M17LAP = P. falciparum M17LAP inhibitors, primary screen, biochemical, fluorogenic H-Leu-NHMec substrate, 1536-well (AID 1619). Leucine aminopeptidase (Plasmodium falciparum (isolate 3D7)). recombinant M17LAP, H-Leu-NHMec fluorogenic kinetic assay; higher % means a stronger effect. inhibition, % at 30 µM; hits with a dose series show IC50 in µM. 220,000 compounds, 0.38% hits;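 active = compound inhibiting the enzyme by more than half at any dose during confirmatory dose-response retesting; inconclusive = strong single-dose inhibitors picked by rank but not retested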;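 note: plate controls were full reaction with DMSO carrier for no effect and no enzyme background for full effect; strong numbers were not always called active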
# Dynein transport cytoplasmic EGFP = also measured in Dynein transport; calls as there; z-score; measured here: cytoplasmic GR-EGFP intensity; active compounds read high
# Dynein transport nuclear GR-EGFP = further read-out of Dynein transport, marked with its call; z-score; measured here: nuclear GR-EGFP intensity;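 lower value marks the stronger effect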
# Dynein transport cell count = also measured in Dynein transport; calls as there; z-score; measured here: cell count per field
# Active calls of the source: *; ? = inconclusive; · = no result given. Cut-off read from the data, not from the text of the source, unless noted: active = inhibition above about 50%; inactive = the rest.
# Below each compound: XIAP antagonists	PMI inhibitors	AID2073	PMI inhibition	P. falciparum M1AAP	SIAH1 antagonists	Dynein transport	Dynein transport cytoplasmic EGFP	Dynein transport nuclear GR-EGFP	Dynein transport cell count	LYP inhibition	P. falciparum M17LAP
- O=C(CCc1nc2ccccc2c(=O)[nH]1)OCC(=O)c1cccc(Cl)c1
    -6.0%	-7%	11%	-15%	-1%	-6%	-0.78	-0.27	-0.58	0.26	-7%	5%
- CCN1CNC(=S)N(c2ccccc2C)C1
    ·	·	8%	·	-2%	10%	-1.2	-0.15	-0.71	0.95	-3%	-1%
- O=C(NCCc1c[nH]c2ccccc12)C(F)(F)F
    -4.4%	6%	-1%	4%	15%	-6%	0.3	-0.15	-0.46	1	-5%	10%
- COc1nc(Nc2nc3ccccc3c(=O)[nH]2)nc2ccc(C)cc12
    ·	·	42%	·	1%	16%	-0.07	-0.24	0.6	-0.28	-6%	6%
- COc1cc(C(C)=O)ccc1OC(=O)C(C)N1C(=O)c2ccccc2C1=O (stereo unspecified)
    -2.6%	14%	1%	3%	2%	-1%	-0.64	-0.24	-0.064	-0.27	3%	2%
- CC1CCN(CCC(=O)Nc2ccc3c(c2)CCC3)CC1
    -7.4%	17%	29%	20%	1%	-3%	3.5	-0.15	1.6	-2	-6%	13%
- O=c1[nH]c(=O)c2nnc(N/N=C/c3ccccc3F)nc2[nH]1
    ·	·	7%	·	11%	2%	-0.64	-0.022	0.054	0.64	-1%	2%
- O=C(CCCN1C(=O)c2cccnc2C1=O)Nc1ccc(Br)cc1
    -7.0%	2%	10%	3%	8%	4%	-0.34	-0.39	0.14	0.28	1%	0%
- CSc1ccccc1NC(=O)c1c(C)noc1C
    -5.7%	6%	-5%	10%	2%	0%	-0.13	-0.23	0.32	-0.13	-2%	-4%
- CCOc1cc(/C=C/C(=O)c2ccc(C)cc2)ccc1OCC(=O)N(C)C
    -0.5%	2%	32%	1%	16%	5%	0.75	-0.16	0.18	-1.3	-5%	24%
- Cc1nn(Cc2ccc([N+](=O)[O-])cc2)c(=O)n1-c1cccc(F)c1
    -5.5%	-5%	2%	-1%	4%	0%	-0.78	-0.17	-0.42	0.94	-2%	9%
- COc1ccc(Cl)cc1NC(=O)Nc1ccccc1C(N)=O
    -1.1%	13%	-6%	22%	10%	-6%	2.1	-0.052	1.3	-1.8	-1%	-5%
- CC(=O)Nc1ccc(OCC(O)CN2CCCCC2C)cc1 (stereo unspecified)
    -2.3%	2%	1%	-8%	6%	0%	0.39	-0.15	0.042	-0.7	-7%	-3%
- Cc1cccc(CN2C[C@]34CC[C@@H](C[C@@H]3S2(=O)=O)O4)c1
    ·	·	4%	·	2%	6%	0.43	-0.77	0.15	-0.13	0%	5%
- COc1ccc(O)c(/C=C(\C#N)C(=O)Nc2cccnc2)c1
    -2.0%	6%	18%	6%	-1%	5%	1.2	0.16	0.49	-1.2	-6%	-1%
- Cc1ccc(NCc2nnc(SC(C)C(=O)N/N=C/c3ccc(C)o3)n2-c2ccccc2)cc1 (stereo unspecified)
    -2.5%	7%	-8%	9%	0%	-4%	0.35	-0.21	-0.52	-0.66	-3%	0%
- COc1cc(C2C(C#N)=C(N)OC3=C2C(=O)CC(C)(C)C3)ccc1OC(=O)N1CCOCC1 (stereo unspecified)
    -1.0%	12%	5%	10%	3%	8%	-0.46	0.0028	0.33	-0.76	-2%	-2%
- CN1C(=O)C(O)(CC(=O)c2cccs2)c2ccccc21 (stereo unspecified)
    -1.4%	-7%	?	-8%	-2%	0%	0.46	-0.28	0.25	0.17	-2%	-10%
- CC1C(c2ccccc2)=NNc2nc3c(c(=O)n(C)c(=O)n3C)n21 (stereo unspecified)
    ·	·	28%	·	8%	16%	-1	-0.79	-0.86	0.41	-5%	11%
- COCCn1c(SCc2nc3scc(-c4ccc(Cl)cc4)c3c(=O)[nH]2)nnc1-c1cccc(C)c1
    0.4%	24%	8%	18%	18%	6%	-0.71	-0.23	-0.64	0.54	11%	8%
- Cc1cccc(CS(=O)(=O)c2nnc([C@H](Cc3ccccc3)NC(=O)OC(C)(C)C)o2)c1
    -2.3%	4%	0%	-8%	9%	3%	-4.9*	3.3*	-2.1*	-1.3*	-1%	12%
- CCSC1=N/C(=C\c2ccccc2)C(=O)N1
    -2.4%	-10%	-9%	-11%	9%	-1%	-0.95	-0.17	-0.26	0.44	-6%	-3%
- CC(=O)c1nn(-c2cccc(Br)c2)cc1C(=O)c1ccc(Cl)cc1
    -0.9%	5%	13%	6%	1%	-3%	-1.2	-0.28	-0.82	0.52	-2%	-6%
- COc1ccc(C2=C/C(=C\c3ccc(OC(C)=O)cc3)C(=O)O2)cc1
    -8.2%	-35%	43%	-49%	-2%	-5%	0.03	-0.06	0.14	-0.29	-5%	-1%
- COc1cccc(N=C2SC(CC(=O)Nc3ccccc3)C(=O)N2Cc2ccccn2)c1 (stereo unspecified)
    -5.6%	-6%	-2%	9%	-2%	-4%	-0.34	-0.32	0.11	0.57	-2%	-1%
- c1ccc(-c2csc(Nc3cccnc3)n2)nc1
    2.3%	15%	4%	14%	6%	-4%	-0.17	-0.27	-0.72	0.87	-1%	1%
- CC1CN(C2=NC(=O)/C(=C3/C(=O)N(Cc4ccc(F)cc4)c4ccccc43)S2)CC(C)O1 (stereo unspecified)
    ·	·	-22%	·	3%	1%	-0.79	-0.22	-0.49	0.093	-1%	6%
- Cc1ccccc1CC1(CO)CCCN(C(=O)CCCN2CCCCC2=O)C1 (stereo unspecified)
    -8.0%	0%	7%	2%	7%	-1%	-0.38	-0.3	-0.29	0.29	-12%	-1%
- COc1cc(/C=C(\C#N)C(=O)NC2CCCCC2)ccc1OCc1ccc(C(=O)O)cc1
    -6.0%	-8%	12%	10%	18%	3%	0.52	0.54	0.21	0.69	4%	8%
- O=c1[nH]c(CSc2nc3ccccc3o2)nc2c1cnn2-c1ccccc1
    -9.7%	-1%	8%	3%	3%	0%	1.3	-0.14	1.2	-0.34	-2%	7%

# Reformatted with bars between the fields: part of the list above.
Molecule | XIAP antagonists | PMI inhibitors | AID2073 | PMI inhibition | P. falciparum M1AAP | SIAH1 antagonists | Dynein transport | Dynein transport cytoplasmic EGFP | Dynein transport nuclear GR-EGFP | Dynein transport cell count | LYP inhibition | P. falciparum M17LAP
Cc1cccc(CS(=O)(=O)c2nnc([C@H](Cc3ccccc3)NC(=O)OC(C)(C)C)o2)c1 | -2.3% | 4% | 0% | -8% | 9% | 3% | -4.9* | 3.3* | -2.1* | -1.3* | -1% | 12%
O=c1[nH]c(CSc2nc3ccccc3o2)nc2c1cnn2-c1ccccc1 | -9.7% | -1% | 8% | 3% | 3% | 0% | 1.3 | -0.14 | 1.2 | -0.34 | -2% | 7%
COc1nc(Nc2nc3ccccc3c(=O)[nH]2)nc2ccc(C)cc12 | · | · | 42% | · | 1% | 16% | -0.07 | -0.24 | 0.6 | -0.28 | -6% | 6%
Cc1ccccc1CC1(CO)CCCN(C(=O)CCCN2CCCCC2=O)C1 (stereo unspecified) | -8.0% | 0% | 7% | 2% | 7% | -1% | -0.38 | -0.3 | -0.29 | 0.29 | -12% | -1%
COc1ccc(O)c(/C=C(\C#N)C(=O)Nc2cccnc2)c1 | -2.0% | 6% | 18% | 6% | -1% | 5% | 1.2 | 0.16 | 0.49 | -1.2 | -6% | -1%
COCCn1c(SCc2nc3scc(-c4ccc(Cl)cc4)c3c(=O)[nH]2)nnc1-c1cccc(C)c1 | 0.4% | 24% | 8% | 18% | 18% | 6% | -0.71 | -0.23 | -0.64 | 0.54 | 11% | 8%

# Following part.
# Below each compound: XIAP antagonists	PMI inhibitors	AID2073	PMI inhibition	P. falciparum M1AAP	SIAH1 antagonists	Dynein transport	Dynein transport cytoplasmic EGFP	Dynein transport nuclear GR-EGFP	Dynein transport cell count	LYP inhibition	P. falciparum M17LAP
- COc1ccc(NC(=O)CN(C)Cc2c(F)cccc2Cl)cc1S(=O)(=O)N1CCCCC1
    1.9%	9%	0%	12%	-2%	-3%	-0.88	-0.21	-0.59	0.74	-5%	7%
- O=C(CCl)N(c1ccccc1)C1CCS(=O)(=O)C1 (stereo unspecified)
    -8.0%	2%	3%	1%	4%	7%	0.93	-0.23	0.43	-1.2	-5%	-1%
- CSc1cccc(NC(=O)CCCOc2ccccc2)c1
    -1.1%	14%	11%	4%	3%	-2%	-0.24	-0.049	-0.056	0.85	0%	5%
- CC[C@@H](C)[C@H](NC(=O)C1CCN(C(=O)[C@@H](NS(=O)(=O)c2ccc(C)cc2)C(C)C)CC1)C(=O)O
    -2.9%	-1%	?	2%	11%	-5%	0.34	0.15	0.21	-0.32	-9%	16%
- C=CCOc1ccc(C2C(C#N)=C(N)N(Nc3ccccc3)C3=C2C(=O)CCC3)cc1OC (stereo unspecified)
    -2.9%	11%	22%	26%	5%	4%	0.075	-0.22	0.66	0.49	-3%	-2%
- Cn1c(=O)c2cc(S(=O)(=O)NCCC(=O)NC3CCCCCCC3)ccc2n(C)c1=O
    -2.1%	-18%	8%	-16%	0%	3%	1.4	-0.3	0.42	0.15	-6%	13%
- CN1C(=O)c2ccc(N3CCCC3)cc2C1=O
    -2.0%	4%	31%	4%	11%	-1%	-0.024	-0.13	0.6	0.14	1%	22%
- Cc1ccc(S(=O)(=O)NC(=S)NC2CCCCC2)cc1
    -0.3%	13%	0%	6%	8%	2%	1	-0.33	-0.17	0.47	-3%	1%
- Cc1ccc(N(Cc2ccc(C(=O)NC3CCCCC3)cc2)S(C)(=O)=O)cc1C
    -7.6%	-6%	-2%	-14%	-4%	-5%	-1.1	-0.11	-0.62	1.1	-6%	-2%
- CCOC(=O)C(c1ccccc1)C(Nc1ccc(F)cc1)c1ccccn1 (stereo unspecified)
    ·	·	-10%	·	-1%	4%	-0.68	-0.12	-0.36	-0.06	-5%	-3%
